Assay outcomes (PubChem BioAssay)
Rad51 HR inh – Rad51 (human) homologous recombination inhibition; Q06609; inhibition, % at 10 µM; hRad51 DNA strand exchange, fluorescence dequenching; 200,000 compounds, 0.085% hits;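 active means inhibition above 40% at the single screening dose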;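 further: 0% = DMSO control wells and 100% = blanks with heterologous ssDNA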
Target sequence (Q06609 whole entry, looked up): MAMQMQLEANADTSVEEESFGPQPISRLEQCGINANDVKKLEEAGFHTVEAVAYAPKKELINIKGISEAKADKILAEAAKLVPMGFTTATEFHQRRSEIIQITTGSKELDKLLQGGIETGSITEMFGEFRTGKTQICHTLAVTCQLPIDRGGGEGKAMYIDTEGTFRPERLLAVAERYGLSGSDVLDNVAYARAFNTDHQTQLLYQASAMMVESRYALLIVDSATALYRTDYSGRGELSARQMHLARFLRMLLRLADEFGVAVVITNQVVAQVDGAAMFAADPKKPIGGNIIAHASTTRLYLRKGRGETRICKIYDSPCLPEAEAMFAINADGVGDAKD
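material = hRad51 filaments on single-stranded DNA | timing = filaments 15 min 37 °C, then compound 30 min | signal = FRET fluorescence dequenching, excitation 485 nm, emission 520 nm | benchmarks = control wells and blank wells on each plate | evaluation = percent inhibition relative to plate controls and blanks | compound = 10 µM final, single point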
Cl transport mod – KCC2 (human) Cl- transport modulation. Q9H2X9. KCC2 cells, thallium flux FluoZin-2 fluorescence. B-score of Tl+ flux slope (higher = more flux/activation; lower = inhibition) at 10 µM. 190,000 compounds, 2.2% hits. AID 1456;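 active means thallium flux slope and its plate-corrected score both differing from the plate sample mean at a set confidence after two filtering rounds, in either direction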;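 further: slope of fluorescence scaled to starting intensity during 10 to 20 s after thallium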
FXIa inh 1536 – factor XIa (human) inhibition | P03951 | purified FXIa, Boc-Glu-Ala-Arg-AMC fluorogenic substrate | inhibition, % at 5 µM | 220,000 compounds, 0.14% hits;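 active means inhibition of at least 40%; inactive means inhibition below 40%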;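 further: fluorescence of freed AMC excited at 355 nm; 0% = enzyme without compound and 100% = no enzyme blank; many of its hits are not listed in these tables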
FXIIa inh 1536 – blocks human coagulation factor XIIa protease activity; P00748; purified FXIIa, Boc-QGR-AMC fluorogenic substrate, 2 h; inhibition, % at 5 µM; 220,000 compounds, 0.3% hits; AID 800; in the data active means inhibition above about 40%;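 further: 0% = enzyme with no compound and 100% = blank without enzyme; many of its hits are not listed in these tables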
Target sequence (P00748 20-372 limits assumed): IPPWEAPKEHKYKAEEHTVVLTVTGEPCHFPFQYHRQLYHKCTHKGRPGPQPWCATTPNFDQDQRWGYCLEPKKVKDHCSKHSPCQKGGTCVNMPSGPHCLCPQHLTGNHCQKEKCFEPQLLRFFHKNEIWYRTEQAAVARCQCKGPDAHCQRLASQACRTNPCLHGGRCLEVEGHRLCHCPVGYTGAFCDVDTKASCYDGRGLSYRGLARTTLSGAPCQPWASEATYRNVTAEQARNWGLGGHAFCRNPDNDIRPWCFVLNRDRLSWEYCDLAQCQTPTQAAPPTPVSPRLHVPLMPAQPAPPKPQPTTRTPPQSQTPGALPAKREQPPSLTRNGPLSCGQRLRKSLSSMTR
Target sequence (P00748 373-615 limits assumed): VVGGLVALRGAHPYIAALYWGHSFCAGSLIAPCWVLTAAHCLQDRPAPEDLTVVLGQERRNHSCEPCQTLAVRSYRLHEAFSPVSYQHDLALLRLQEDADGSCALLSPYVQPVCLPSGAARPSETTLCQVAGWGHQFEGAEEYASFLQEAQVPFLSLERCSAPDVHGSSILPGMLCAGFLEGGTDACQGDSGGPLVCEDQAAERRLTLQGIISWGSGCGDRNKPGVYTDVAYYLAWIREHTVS
TNF necrop inh – blocks TNF-alpha induced death of Jurkat FADD-/- cells. Jurkat FADD-/- TNF necroptosis rescue, ATP luminescence, 24 h; 0 = TNF only, 100 = no-TNF cells. activation (protection from cell death), % at 10 µM. 220,000 compounds, 0.068% hits. AID 463075;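 active means activation, meaning protection from cell death, of at least 50% relative to plate controls; inactive means activation below 50%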;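 further: necroptosis triggered by 40 ng/mL TNF-alpha added together with compound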
hK5 inh – kallikrein 5 (human) inhibition; 210,000 compounds, 0.59% hits; inhibition, % at 5 µM; AID 873; recombinant hK5, fluorogenic AMC substrate cleavage;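 active means inhibition of 40% or more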;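 further: 0% = enzyme controls without compound and 100% = no-enzyme blanks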
thrombin 1536 – inhibitors of human thrombin. inhibition, % at 5 µM. 220,000 compounds, 0.26% hits. alpha-thrombin, Boc-VPR-AMC fluorogenic substrate cleavage;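 active means inhibition at or above 40%; inactive means inhibition below 40%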;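 further: 0% = enzyme with no compound and 100% = wells without enzyme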
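Test system: human alpha-thrombin protein / Dosing: one concentration per compound, 5 µM, with 0.2% DMSO / Medium: pH 7.5 Tris-saline with Tween 20 / Benchmarks: no-compound enzyme wells and no-enzyme blanks / Read-out basis: percent inhibition of thrombin substrate cleavage / Timing: reaction at room temperature / Measured by: fluorescence, ex 355 nm, em 460 nm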
L929 necroptosis – L929 zVAD cell death inhibition. L929 zVAD necroptosis rescue, ATP luminescence, 24 h; with zVAD 60 µM. viability rescue, % at 10 µM. 220,000 compounds, 0.38% hits;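 active means activation, scaled between plate controls, above about 75%, limit read from the data; inactive means activation under that limit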;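 further: 0% = zVAD with DMSO and 100% = DMSO alone without zVAD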
Hck-Nef inh – blocks Nef-activated human Hck kinase | P08631 | inhibition, % at 20 µM | AID 463187 | 220,000 compounds, 0.68% hits | Recombinant Hck-YEEI plus Nef, Z-Lyte FRET kinase assay;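 active means Hck-Nef kinase inhibition above about 50%, limit read from the data; inactive means inhibition below that limit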;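 further: 0% = DMSO with Hck plus Nef and 100% = Hck alone without Nef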
* marks the source's active call; other numbers are inactive results; i = inactive; . = no result given. An excerpt; count on the stated rates, not on these rows.

SMILES	Rad51 HR inh	Cl transport mod	FXIa inh 1536	FXIIa inh 1536	TNF necrop inh	hK5 inh	thrombin 1536	L929 necroptosis	Hck-Nef inh
O=C(C#Cc1cccc([N+](=O)[O-])c1)c1ccccc1	-1	1.3	-1	10	-19	-4	0	-0.4	7
CCOC(=O)c1sc2nc(SCC#N)n(CCCN3CCCC3=O)c(=O)c2c1C	-5	1.5	-10	-12	3.2	-19	2	0.4	0
Cc1ccc(S(=O)(=O)N(C)c2ccc(OCC(=O)Nc3nc(-c4ccccc4)cs3)cc2)cc1	.	0.29	-5	-1	4.1	-7	-5	1.7	2
COc1ccc(C(=O)Nc2nc(C)c(C(=O)N(C)C)s2)cc1OC	8	.	-11	-7	-0.4	-14	-1	-0.3	-1
Cc1cc(C)nc(SCNC(=O)c2ccc(F)cc2)n1	0	0.35	-7	5	-0.2	15	-4	0.1	6
O=S(=O)(c1cccc2cccnc12)n1cnc2ccccc21	.	-2.2	-9	-2	-0.3	-10	-2	0.0	0
Clc1ccc(-c2csc3ncnc(NCCN4CCOCC4)c23)cc1	-9	.	4	18	-2.7	-29	-11	-0.1	3
CCC(=O)N1CCc2cc(S(=O)(=O)NCCCN(CC)Cc3ccccc3)ccc21	-6	-0.85	-7	4	-2.6	-3	-5	-0.2	2
CC1(C)Cc2c(c(N3CCCC3)[nH]c(=S)c2C#N)CO1	.	-0.57	1	0	-0.3	-16	-9	0.1	-1
CCOc1cc(C2NC(=O)NC(O)(C(F)(F)F)C2C(=O)c2ccc(OC)cc2)ccc1O (stereo unspecified)	7	0.47	5	-8	-1.4	-10	0	0.8	-1
Cc1nc(NC(=O)C23CCC(C)(C(=O)O2)C3(C)C)sc1C (stereo unspecified)	-4	.	1	-14	-0.7	-7	-4	-0.7	8
CCN(CC)C(=O)Nc1c(C)n(C)n(-c2ccccc2)c1=O	3	0.38	12	18	-0.8	-3	0	-0.1	5
CCOC(=O)c1c(NC(=O)COC(=O)c2ccccn2)sc2c1CCC2	.	0	-3	2	0.9	-2	-7	2.4	4
COC(=O)C1=C(C)N(c2ccc(F)cc2)/C(=C/c2ccc(O)cc2)C1=O	4	1.1	-1	1	-1.0	-5	-3	-1.3	3
CCOC(=O)NC(CC(=O)O)c1ccc(OC)cc1 (stereo unspecified)	-6	0.24	3	6	-2.5	-22	-2	0.2	0

Shown with values under each structure: part of the list above.
Results follow in this order: Rad51 HR inh | Cl transport mod | FXIa inh 1536 | FXIIa inh 1536 | TNF necrop inh | hK5 inh | thrombin 1536 | L929 necroptosis | Hck-Nef inh
O=S(=O)(c1cccc2cccnc12)n1cnc2ccccc21
    . | -2.2 | -9 | -2 | -0.3 | -10 | -2 | 0.0 | 0
CCC(=O)N1CCc2cc(S(=O)(=O)NCCCN(CC)Cc3ccccc3)ccc21
    -6 | -0.85 | -7 | 4 | -2.6 | -3 | -5 | -0.2 | 2
CCOc1cc(C2NC(=O)NC(O)(C(F)(F)F)C2C(=O)c2ccc(OC)cc2)ccc1O (stereo unspecified)
    7 | 0.47 | 5 | -8 | -1.4 | -10 | 0 | 0.8 | -1
CC1(C)Cc2c(c(N3CCCC3)[nH]c(=S)c2C#N)CO1
    . | -0.57 | 1 | 0 | -0.3 | -16 | -9 | 0.1 | -1

Additional compounds follow:
SMILES	Rad51 HR inh	Cl transport mod	FXIa inh 1536	FXIIa inh 1536	TNF necrop inh	hK5 inh	thrombin 1536	L929 necroptosis	Hck-Nef inh
COc1ccc(CCN=CC2=C(O)CC(C)(C)CC2=O)cc1	-7	1.3	-10	4	-0.9	8	-5	-0.1	1
Clc1ccc(OCc2nnc3n2CCCCC3)c(Cl)c1	.	-2	2	2	-1.0	-2	-5	2.5	2
CN(C)/C=C1\NC(=S)N(c2ccccc2)C1=O	-20	1	-2	3	-0.6	.	-5	0.6	-19
COc1ccc(S(=O)(=O)N2CCCC2C(=O)Nc2nccs2)cc1 (stereo unspecified)	-1	-0.0093	-6	12	-0.5	3	-3	1.0	0
Cc1cc(C(F)(F)F)nn1CCCNC(=O)c1cnccn1	3	0.22	4	11	1.4	-5	0	2.1	-7
COc1ccc(CN(CCC#N)C(=S)NC(=O)c2ccccc2)cc1	-2	17*	-2	11	-2.7	-14	-2	0.0	0
CCOc1ccccc1C(=O)N[C@H](C(=O)OCc1cc(=O)oc2cc(C)ccc12)C(C)C	4	0.12	-5	5	1.5	-10	-7	1.2	1
CCOc1c2ccc(C(=O)NCCCCc3ccccc3)cc2nn1C	8	-0.83	2	14	-1.8	-22	1	0.8	0
COc1ccc(-c2ccc3nnc(SCC(N)=O)n3n2)cc1	6	0.31	2	9	-2.5	-1	-2	-0.6	21
CC(=O)Oc1ccc2c(c1)Oc1cc(OC(C)=O)ccc1C21OC(=O)c2ccccc21	i	i	5	6	-1.8	-10	-16	41	-5
COc1cc2[nH]c(=S)n(Cc3ccc(F)cc3)c(=O)c2cc1OC	5	0.91	-6	4	0.9	-1	-13	0.0	17
Cc1c(NC(=O)c2coc(=O)c(Br)c2)c(=O)n(-c2ccccc2)n1C	5	1.3	1	13	-8.8	-27	-1	-0.2	9
Cc1ccc(Nc2nc(=O)c3cccnc3s2)cc1	2	0.43	0	7	-1.2	14	-3	0.2	0
O=C(COC(=O)c1cc(Br)ccc1Cl)NC1CC1	-6	-0.3	4	8	1.3	-5	-7	0.0	3
Cc1ccc2c(c1)-c1c(cnn1CC(=O)Nc1ccccc1N1CCN(C)CC1)CO2	0	1.5	-2	13	0.5	-1	-5	-0.5	1
Cn1c(=O)[nH]c(=O)c2c1nc(CN1CCN(c3ccccc3F)CC1)n2CC(N)=O	10	0.82	-3	4	0.0	0	-1	1.0	-2
CCN1CCN(c2ncnc3c2nnn3Cc2ccccc2)CC1	10	-0.15	22	25	0.9	-21	-6	-0.3	1
Cc1ccnc(NC(=O)c2ccc(Cl)c(NC(=O)CCc3ccccc3)c2)c1	8	-0.73	0	1	0.3	-17	5	1.1	4
COc1ccc(NC(=O)CC2C(=O)N(c3ccc(Cl)cc3)C(=S)N2CCc2ccncc2)cc1 (stereo unspecified)	-3	1.4	8	18	-4.7	6	-1	-0.1	0
COc1cc(C(=O)Nc2nc(OC)c(-c3ccccc3)c(OC)n2)cc(OC)c1OC	-3	-0.55	3	9	0.0	-20	1	1.4	-11
Cc1cc(C(=O)Nc2sc3c(c2C#N)CCCC3)no1	-1	3.7*	-3	-3	-2.4	-3	-6	0.8	4
O=C(CSc1ccccn1)Nc1nc2c(ccc3ccccc32)s1	11	0.68	-1	5	-0.2	-12	-3	0.0	1
COc1ccc(Br)cc1/C=N/NC(=O)c1cc(OC)c(OC)c(OC)c1	.	-1	4	8	-13	-6	-1	0.7	6
COc1ccc(-n2c(N)c(C(=O)Nc3c(C)n(C)n(-c4ccccc4)c3=O)c3nc4ccccc4nc32)cc1	.	-1.2	6	8	-14	4	-4	-0.9	3
c1ccc(-n2nnnc2SCc2cccc3nsnc23)cc1	-2	1.3	-6	-2	0.2	3	0	-0.4	0
C(=N\Nc1ccc2ccccc2n1)/c1ccc2c(c1)OCCO2	-20	-2	-4	0	0.8	-4	-17	1.2	26
CCCCSc1nnc([C@@H]2CCCN2C(=O)OC(C)(C)C)o1	3	-0.2	-6	7	-3.0	-2	-6	-0.2	2
O=C1Nc2ccc([N+](=O)[O-])cc2OC1CCN1CCCC1 (stereo unspecified)	-9	-0.42	2	12	-0.1	5	3	-0.5	14
O=C(O)c1cccc(CN2C(=O)SC(Nc3cccc4ccccc34)C2=O)c1 (stereo unspecified)	-3	.	5	16	-4.9	17	23	0.0	17
Cc1ccc(S(=O)(=O)Nc2cc(C(=O)N3CCOCC3)ccc2N2CCCCC2)cc1	2	.	-9	4	0.2	18	5	-0.1	-1
CC(=O)/C=C1/SC(CC(=O)O)C(=O)N1c1ccccc1 (stereo unspecified)	-1	-2	0	13	-0.4	-7	-1	-0.5	7
CCOc1ccccc1CN1CCN(CCCn2cccn2)CC1CCO (stereo unspecified)	15	0.11	0	9	1.3	2	-14	-0.6	28
Cc1cc(-c2cn3ccccc3n2)c(C)n1-c1ccccc1	2	0.05	4	7	0.1	0	-4	-0.5	19
COc1ccc(Cc2nnc(NC(=O)Cn3cnc4c3c(=O)n(C)c(=O)n4C)s2)cc1OC	3	0.0027	-1	17	-0.4	6	-1	0.1	1
COc1ccc(C(=O)NCCCN2CCOCC2)cc1S(=O)(=O)N1CCCc2ccccc21	-16	0.071	-5	6	2.2	-15	-10	1.5	15
[N-]=C=C1C(=S)NC(=O)[C@H]([n+]2ccccc2)[C@H]1c1ccc(Cl)cc1	12	0.69	15	7	-0.2	1	1	0.8	-5
CC1=NN(c2ccc(N)cc2)C(=O)C1	10	-1.3	0	15	-0.7	-10	3	0.4	6
CC(CC(=O)O)CC(=O)Nc1cc(C(F)(F)F)cc(C(F)(F)F)c1 (stereo unspecified)	2	-0.034	23	25	0.9	50*	4	-0.4	-6
CCCCC(c1nnnn1CC1CCCO1)N1CCN(c2nc3ccccc3s2)CC1 (stereo unspecified)	7	-4.1*	-4	9	3.7	-8	-6	1.8	-1
CN1CC(=O)N(CC(=O)Nc2ccc3c(c2)CCC3)C1=O	14	0.019	-6	-1	-1.0	-19	3	1.9	-5
COc1ccc(C(=O)CNc2ccccc2C#N)cc1	-2	-0.25	6	13	-0.1	9	0	-0.3	-23
O=C(CCCn1nnc2ccccc2c1=O)N[C@H](C(=O)O)c1ccccc1	-1	0.22	-8	8	0.3	-8	0	0.2	6
CCN1C(=O)/C(=C2/C=CC=CN2C)SC1=S	-3	0.58	-7	9	0.2	-5	-5	0.0	2
CCN(CC)C(=O)c1sc(NC(=O)c2ccncc2)c(C(=O)OC)c1C	0	0.86	16	15	1.4	3	11	-0.1	0
Cc1ccc(C(=O)Cn2nnc(-c3ccccc3-n3cnnn3)n2)cc1	7	-0.59	-2	4	0.7	1	-2	0.6	0
CCC(=O)N1CCc2cc(S(=O)(=O)NC(C(=O)Nc3cccc(C)n3)C(C)C)ccc21 (stereo unspecified)	0	.	4	4	0.2	-23	0	2.3	0
O=C(OCc1cc(Cl)ccc1OC(F)F)c1cc(S(=O)(=O)O)ccc1O	-2	-0.54	-1	10	-2.4	7	-4	0.3	5
CC(=O)N1CCN(c2ccnc3cc(Cl)ccc23)CC1	-9	0	-1	3	7.2	2	-5	1.7	10
Cc1nnsc1C(=O)NNC(=O)c1ccc(C(F)(F)F)cc1	18	-0.018	4	5	3.5	-8	2	2.0	-6
COc1ccc2[nH]c(C(=O)Nc3ccc4c(c3)OCO4)cc2c1	8	0.21	2	9	-2.7	2	-2	-0.9	17
O=C1NC(=O)C2(COC(c3cccnc3)OC2)S1 (stereo unspecified)	-13	0.47	-1	5	1.0	-15	-12	-0.3	3
COc1ccc(Cn2c(C3CC3)nc3ccc(NC(=O)C4CC4)cc3c2=O)cc1	1	0.58	1	14	-7.5	-13	1	0.5	1
CC1Cc2ccccc2N1C(=O)CSc1nnc(-c2ccccc2)c(-c2ccccc2)n1 (stereo unspecified)	-1	.	-5	-9	-4.4	12	-6	-0.4	-1
COC(=O)c1ccc(OCCN2CCCCCC2)cc1	26	-0.038	-2	10	0.2	-3	11	0.3	-12
